High-throughput results from PubChem.
VP16 counter = counter-screen for ROR gamma inhibitors: Gal4-VP16 reporter. Drosophila S2 Gal4-VP16 UAS-luciferase, luminescence, 20 h. Potency, µM (series often up to 53.6 µM), for inactives: top-dose activity, negative = inhibition, actives largely listed as inhibitors. 3.5% of 310,000 active;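 note: Gal4-VP16 expression switched on by copper sulfate through the metallothionein promoter; potency is the fitted concentration of half-maximal effect; % is set by controls: 0 for no effect and ±100 for the full control effect; nearly all actives have a fitted effect of over 50% in size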
Rab9 promoter act = Rab9 promoter activation. Potency, µM (highest dose often 9.22 µM), for the others: at the highest dose activation, negative = inhibition, usual class: activators. Huh7 Rab9 promoter-luciferase reporter, luminescence, 24 h. 2.8% of 320,000 active. AID 485297; note: potency is the fitted concentration of half-maximal effect; % of control where 0% means no effect; nearly all actives have a fitted effect of over 60% in size
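Using Huh7 cells stably transfected with Rab9 promoter–luciferase, compounds were incubated 24 h at 37 °C, 5% CO2; luciferase luminescence was read 10 min after reagent addition.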
FBPA coupling cs = inhibits coupling enzyme system, counter-screen for aldolase hits; coupling enzyme system counterscreen, AmpLite Red fluorescence; activity change, negative = inhibition, % at 58.2 µM, hits read low; 0.67% of 290,000 active; AID 2472; in the data active = activity change below about -30%; note: % is set by controls: 0 for no effect and ±100 for the full control effect
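Counterscreen of the coupled detection system alone, without aldolase: glyceraldehyde-3-phosphate coupling enzymes plus AmpLite Red readout. Compounds at 57.5 uM final, 10 min RT preincubation, 20 min RT reaction, fluorescence 525/598 nm.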
ELG1 genotox = induces genotoxicity in HEK293T cells with luciferase-tagged ELG1; AID 504466; HEK293T ELG1-luciferase reporter, luminescence, 16 h; 1.3% of 330,000 active; Potency, µM (doses to about 46 µM), for the others: at the highest dose activity change, positive = activation, usual class: activators; note: potency is the fitted concentration of half-maximal effect; % of control where 0% means no effect; nearly all actives have a fitted effect of over 60% in size
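Genotoxic stress is detected as increased luminescence from luciferase-tagged ELG1 in HEK293T cells, measured with ONE-Glo after a 16 hr treatment at 37 °C.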
Tb PFK block = blocks T. brucei phosphofructokinase; O15648; 0.17% of 330,000 active; Potency, µM (doses to about 57.5 µM), without a hit: at the top dose activity, negative = inhibition, hits mostly inhibitors; T. brucei PFK, ADP-Glo luminescence; AID 485367;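 note: potency is the fitted concentration of half-maximal effect; 0% = uninhibited 1x PFK enzyme wells and -100% = no-enzyme wells; nearly all actives have a fitted effect of over 60% in size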
Target sequence (O15648 whole entry, looked up): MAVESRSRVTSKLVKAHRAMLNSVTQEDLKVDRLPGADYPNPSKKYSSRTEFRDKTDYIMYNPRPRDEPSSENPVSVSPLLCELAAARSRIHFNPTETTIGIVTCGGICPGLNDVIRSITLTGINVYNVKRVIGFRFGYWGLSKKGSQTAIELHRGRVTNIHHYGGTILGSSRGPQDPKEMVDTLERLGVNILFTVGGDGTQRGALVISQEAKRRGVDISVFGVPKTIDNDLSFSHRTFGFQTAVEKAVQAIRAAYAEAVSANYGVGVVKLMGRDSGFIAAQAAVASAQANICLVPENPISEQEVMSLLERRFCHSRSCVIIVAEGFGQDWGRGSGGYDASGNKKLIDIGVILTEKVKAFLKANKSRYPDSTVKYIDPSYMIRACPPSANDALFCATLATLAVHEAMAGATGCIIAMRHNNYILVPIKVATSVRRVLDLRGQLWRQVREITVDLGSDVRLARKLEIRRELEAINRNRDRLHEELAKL
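ADP-Glo luminescence quantified ADP after 45 min at room temperature, with 1.25 nM T. brucei PFK, 0.1 mM ATP and 0.5 mM fructose-6-phosphate in pH 8.0 TEA buffer. qHTS titrations up to 57 µM; curves classified by quality.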
FLuc modulator = counter-screen for miR-21 project: firefly luciferase inhibitors or activators; purified FLuc, Km substrates, luminescence inhibition; Potency, µM (highest dose often 57.5 µM), inactives show at the top dose activity change, negative = inhibition, hits mostly inhibitors; 6.9% of 360,000 active;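 note: potency is the fitted concentration of half-maximal effect; plate controls were vehicle for no effect and reference inhibitor for full effect; nearly all actives have a fitted effect of over 55% in size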
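Biochemical qHTS of compounds, final roughly 60 µM downward over six points, against 10 nM purified firefly luciferase using Km concentrations of substrates (10 uM D-luciferin, 10 uM ATP) in Tris acetate pH 7.5 buffer; luminescence output.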
uPA generation = inhibitors of cell surface uPA generation. cell surface uPA generation assay, qHTS. Potency, µM (series often up to 38.3 µM), without a hit: at the top dose activity change, negative = inhibition, actives largely listed as inhibitors. 0.31% of 330,000 active. AID 540303; active = well fitted inhibition curve with a large enough effect; inconclusive = small, poorly fitted or top-dose-only effect; inactive = no such curve, though single readings can be large or run the other way; tested in mouse RAW 264.7 cells; note: potency is the fitted concentration of half-maximal effect; % is set by controls: 0 for no effect and ±100 for the full control effect; nearly all actives have a fitted effect of over 55% in size
Giardia kill = Giardia lamblia killing | Giardia lamblia trophozoite viability | activity change, % at 7.66 µM, hits read low | 0.15% of 340,000 active; in the data active = activity change below about -80%; inconclusive = between about -30% and that limit;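 note: parasites exposed to compound for two days anaerobically before the ATP read; % is set by controls: 0 for no effect and ±100 for the full control effect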
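Luminescent ATP signal served as the viability read-out, measured 15-30 min after adding ATP detection reagent to trophozoites that had been incubated with compounds for 48 hrs at 37 deg C anaerobically at 100 cells/well.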
KCNH2 3.1 block = blocks the human KCNH2 3.1 channel isoform; U2OS KCNH2 3.1, thallium flux FluxOr; stronger effect = lower value; activity change, % (tested at about 1.8 µM); 0.95% of 340,000 active; AID 720553;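 active = maximum activity change below -70%; inconclusive = maximum activity change from -70% to -50%; inactive = maximum activity change above -50%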;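 note: thallium influx rate constant from kinetic fluorescence after stimulation buffer; % is set by controls: 0 for no effect and ±100 for the full control effect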
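Thallium flux read-out: FluxOr dye with Red40 quencher in HBSS/HEPES, 45 min at RT. Rate constants from kinetic reads were normalized to positive and negative DMSO controls. Cells: U2OS virally expressing the 3.1 isoform.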
RORg inh = ROR gamma (mouse) transcription inhibition; 5.4% of 310,000 active; AID 2551; Drosophila S2 Gal4-RORgamma UAS-luciferase reporter, 20 h; Potency, µM (titrated, usually from 53.6 µM), for inactives: at the top dose activity change, negative = inhibition, actives largely listed as inhibitors; P51450; note: potency is the fitted concentration of half-maximal effect; % is set by controls: 0 for no effect and ±100 for the full control effect; nearly all actives have a fitted effect of over 60% in size
Target sequence (P51450 whole entry, looked up, the tested form may be a part): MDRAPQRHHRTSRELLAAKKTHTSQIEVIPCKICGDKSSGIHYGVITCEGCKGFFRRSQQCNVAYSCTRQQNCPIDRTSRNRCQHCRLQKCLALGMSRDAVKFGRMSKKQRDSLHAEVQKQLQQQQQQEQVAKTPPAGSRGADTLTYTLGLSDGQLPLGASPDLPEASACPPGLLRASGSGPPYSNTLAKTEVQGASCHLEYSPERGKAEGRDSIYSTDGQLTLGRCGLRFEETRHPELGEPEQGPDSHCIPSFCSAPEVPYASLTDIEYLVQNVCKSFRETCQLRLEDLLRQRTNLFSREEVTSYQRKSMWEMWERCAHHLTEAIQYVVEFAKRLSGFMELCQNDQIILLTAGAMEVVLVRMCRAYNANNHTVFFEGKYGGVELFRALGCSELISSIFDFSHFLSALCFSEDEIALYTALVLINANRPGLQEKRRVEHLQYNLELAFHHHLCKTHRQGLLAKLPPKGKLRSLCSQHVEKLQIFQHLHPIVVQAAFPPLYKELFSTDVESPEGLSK
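Compounds are pin-transferred onto Drosophila Schneider cells expressing a copper-inducible Gal4–ROR gamma transactivation domain fusion. After 1 hr, copper sulfate is added to 700 uM final; luciferase is read 20 hr later.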
NPC1 prom act = activates the NPC1 promoter | Huh7 NPC1 promoter luciferase reporter, 24 h | Potency, µM (titrated, usually from 9.22 µM), for inactives: top-dose activation, actives largely listed as activators | 2.4% of 320,000 active;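 note: potency is the fitted concentration of half-maximal effect; % of control where 0% means no effect; nearly all actives have a fitted effect of over 60% in size; reporter is driven by a mutant NPC1 promoter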
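Luminescence from an NPC1 promoter-driven luciferase reporter in stably transfected Huh7 cells was measured after 24 h compound treatment at 37 °C, followed by 10 min ambient incubation with luciferase detection reagent.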
* marks the source's active call; other numbers are inactive results; ? = inconclusive; . = no result given; & = joins results of further samples; [ ] = dose if it differs, or a comment. Unless noted, calls come from the whole dose curve; as a rule, active = well fitted curve in the direction sought with a large enough effect; inconclusive = small, poorly fitted or top-dose-only effect, or another doubt; inactive = no such curve, though single readings can be large; an effect the other way counts as inactive or inconclusive.

SMILES	VP16 counter	Rab9 promoter act	FBPA coupling cs	ELG1 genotox	Tb PFK block	FLuc modulator	uPA generation	Giardia kill	KCNH2 3.1 block	RORg inh	NPC1 prom act
O=C1c2ccc(Oc3ccc([N+](=O)[O-])cc3)cc2C(=O)N1c1ccncc1	-6%	11%	3	-6%	-2%	-6%	3%	6	.	-5%	-4%
C=CCn1c(SCC(=O)NCCCO)nc2sc3c(c2c1=O)CCC3	5%	-4%	0	6%	1%	-2%	5%	-8	-16	13%	-3%
COc1ccccc1N(C)S(=O)(=O)c1ccc(Cl)c(C(=O)NC2=NCCS2)c1	-3%	?	-1	0%	-4%	-3%	-1%	-8	-76*	-21%	-5%
Cc1ccc(NC2=CC(=O)CC(c3ccc(Cl)cc3)C2)cc1 (centres undefined)	?	-2%	-1	-1%	3%	0%	-12%	-19	18	?	5%
CC(=O)N1CCN=C1SCc1cccc(F)c1	4%	-1%	.	4%	2%	2%	-3%	1	2	2%	2%
Cc1cc(C)c2c(=O)[nH]c(SCc3ccc([N+](=O)[O-])cc3)nc2n1	-13%	1%	-3	-4%	-4%	?	1%	-1	.	-6%	-1%
CCOc1ccc(C(=O)N/N=C/c2ccccc2[N+](=O)[O-])cc1	?	1.4µM*	1	?	5%	1.7µM*	-15%	?	-13	-33%	2.2µM*
COC(=O)CNC(=O)Cn1cnc2sc(C)c(S(=O)(=O)N3CCN(c4ccccc4OC)CC3)c2c1=O	4%	0%	-2	-5%	-2%	3%	-2%	7	0	0%	-3%
CCCCn1c(=O)[nH]c(=O)c2c1nc(-c1ccccc1OC(F)F)n2C	2%	2%	5	0%	0%	1%	-2%	-3	-21	-8%	-6%
COc1cc(CN2CCC(CO)(Cc3cccc(C(F)(F)F)c3)CC2)ccc1F	?	-1%	0	-1%	-7%	0%	-6%	-20	-30	?	-7%
CCn1c2ccccc2c2nnc(SCC(N)=O)nc21	20%	-3%	3	-3%	-1%	4%	10%	-1	-22	?	2%
COCc1nnc(NC(=O)c2cccc(NC(=O)C(C)C)c2)s1	-1%	5%	2	10%	-11%	-14%	4%	0	0	1%	15%
COc1cccc(-c2cc(C(=O)N3CCN(Cc4ccc5c(c4)OCO5)CC3)on2)c1	-4%	-4%	-2	-5%	-1%	3%	-4%	9	-10	?	-2%
CC(NS(=O)(=O)c1ccc2c(c1)OCCCO2)C(=O)O (centres undefined)	-3%	0%	-2	-5%	0%	0%	0%	-4	0	24%	-2%
O=C(CSc1nnc(CNc2ccc(F)cc2)n1CC1CCCO1)N1CCOCC1 (centres undefined)	1%	-1%	2	1%	0%	0%	5%	1	15	-8%	1%
COc1cccc(-c2nc(CS(=O)CC(=O)NC3CCCC3)c(C)o2)c1 (centres undefined)	-4%	2%	3	2%	-2%	-1%	-7%	?	18	3%	2%
O=C(CSCc1ccccc1)Nc1cccc(C(=O)Nc2ccccc2C(=O)O)c1	-1%	-2%	9	1%	6%	?	.	5	0	19%	-2%
CCC(=O)Nc1ccc2c(c1)nc1n2CCSC1	-4%	-4%	1	15%	3%	?	0%	-1	25	-8%	0%
O=C(CCc1ccccc1)NCCc1nc2ccccc2[nH]1	7%	-1%	-2	-1%	-1%	4%	8%	-9	4	-2%	-3%
Cn1cc(CN2CCC[C@H]2CO)c(-c2cccc(Cl)c2)n1	0%	0%	2	-3%	6%	0%	-2%	6	15	-2%	-3%
CN1CCN(C(=O)c2cc([N+](=O)[O-])ccc2Cl)CC1	4%	0%	1	-3%	-2%	1%	-2%	8	8	-19%	-3%
Cc1ccn2c(=O)c(C(=O)NCCCN3CCCCC3C)c(O)nc2c1 (centres undefined)	1%	-1%	.	5%	1%	3%&1%	5%	8	-8	5%	15%
Cc1ccc2nc(SCC(=O)Nc3ccc4sc(C)nc4c3)c(C#N)cc2c1	2%[0.365 µM]	?	0	16%	1%	4%	-5%	-12	0	-43%	8%
Cc1cccc(C)c1CC(=O)N1CCOCC1	-3%	1%	4	-3%	-1%	-1%	2%	0	12	-5%	-6%
CCCCn1nnc(NC(=O)c2ccc([N+](=O)[O-])cc2Cl)n1	-6%	-1%	3	1%	3%	0%	6%	-15	15	4%	12%
Cc1ccc(S(=O)(=O)N2CCC(C(=O)N3CCC[C@H]3C(=O)NCc3ccccc3)CC2)cc1	-3%	2%	5	-1%	4%	11%	1%	9	9	-27%	-3%
COc1cccc(-c2nn(C)c3sc(C(=O)N4CCN(c5ccccn5)CC4)cc23)c1	?	-4%	-2	-21%	1%	-2%	-12%	-10	-8	5%	-1%
COc1ccc(CN(C)c2ncnc(N)n2)cc1	2%	12%	4	9%	-3%	-2%	-7%	10	8	19%	-1%
Nc1ccc(C(=O)N2CCN(S(=O)(=O)c3ccc(Cl)s3)CC2)cc1[N+](=O)[O-]	.	2%	.	4%	-7%	12%	-3%	0	-23	.	-4%
CCn1c(-c2ccsc2)nc2c1c(=O)[nH]c(=O)n2Cc1ccccc1	2%	3%	-2	2%	-1%	-1%	-1%	23	3	-23%[10 µM]	-1%
O=C(Nc1cccc2ccccc12)C12CC3CC(C1)CC(n1cnc([N+](=O)[O-])n1)(C3)C2	16%	-3%	0	-13%	3%	4%	-10%	?	-4	-31%	-1%
Cc1cc(N2CCCC2)ccc1/C=N/n1cnnc1	4%	0%	-3	?	6%	?	-6%	-3	16	-5%	12%
CCn1cc(C(=O)NCCc2ccccc2C)c(=O)c2ccc(C)nc21	-2%	0%	-1	1%	-2%	7%	0%	-16	3	23%	-6%
Cc1ccc2cc(/C=N/NC(=O)CN3CCCCC3)c(Cl)nc2c1	-4%	6%	2	5%	6%	-16%	1%	0	-8	36%	-3%
CCN(CC)CCC(c1ccc2c(c1)OCO2)c1c(O)cc(OC)cc1OC (centres undefined)	?	-7%	-6&0	1%	0%	-1%	-2%	-15&-6	.	?	-7%
COc1ccccc1C1=NN(C(=S)Nc2ccccc2)C(c2ccco2)C1 (centres undefined)	16%	?	2	20%	0%	?	-6%	-2	-13	?	?
CCCCN(CC)S(=O)(=O)c1ccc(C(=O)N=c2sc3cc(NC(C)=O)ccc3n2C)cc1	-28%	-19%	2	-2%	-1%	1%	7%	11	8	?	-3%
Cc1ccc(C)c(NC(=O)CCN2C(=O)[C@@H]3Cc4ccccc4CN3C2=O)c1	-7%	0%	.	-2%	-6%	3%	-1%	-7	-2	-10%	17%
CC(c1ccccc1)N1CC(C(=O)N2CCN(c3ccc(F)cc3)CC2)CC1=O (centres undefined)	11%	.	5	.	.	2%	.	8	-6	5%	.
CCc1ccc(CN(C)C(=O)C2CCC(=O)N(Cc3cccc(OC)c3)C2)nc1 (centres undefined)	-12%	1%	6	-2%	-1%	0%	6%	10	-10	-28%	1%
O=C(NCc1cccnc1)/C(=C/c1ccccc1)NC(=O)c1ccccc1	2%	-4%	4	-4%	1%	-1%	2%	1	-3	-7%	0%
COc1ccc(CN2CCNC(=O)C2CC(=O)NC2CCC2)c(OC)c1 (centres undefined)	-2%	0%	.	5%	-10%	-1%	4%	-9	3	-1%	-5%
c1ccc(-c2nnc(-c3c[nH]c4ccccc34)nc2-c2ccccc2)cc1	-20%	-5%	0	-4%	2%	-1%	5%	-9	-33	-1%	-4%
COc1ccc(-n2c(SCC(=O)NCC3CCCO3)nc3c([nH]c4ccccc43)c2=O)cc1OC (centres undefined)	8%	0%	2	0%	2%	-2%	3%	-21	6	-22%	1%
O=C(O)CCN1C(=O)c2ccc(NC(=O)CSc3ccccc3)cc2C1=O	0%	2%	6	4%	-28%	-3%	1%	6	5	0%	-2%
COC(=O)Cn1c(=NC(=O)c2nc3ccccc3s2)sc2cc(S(N)(=O)=O)ccc21	?	1%	1	?	1%	2%	0%	-6	-22	?	0%
Cc1ccc(S(=O)(=O)/C(C#N)=C/c2c(N3CCN(C)CC3)nc3c(C)cccn3c2=O)cc1	-4%	1%	-1	-4%	-1%	-3%	-11%	-3	11	-25%	1%
CNS(=O)(=O)c1cc(O)c2c(S(=O)(=O)NC)cccc2c1	-6%	2%	-5	1%	0%	-2%	2%	3	3	20%	0%
CCCCN(C(=O)CC(c1ccccc1)c1ccccc1)c1c(N)n(CCC)c(=O)[nH]c1=O	2%	-2%	0	3%	13%	2%	-7%	-10	-12	-55%	1%
CCOC(=O)C1CCN(Cc2oc(CO)cc(=O)c2O)CC1	7%	-4%	5	1%	?	-25%	1%	5	-4	16%	9%
CCOc1ccc(OCCC(=O)N(CC(=O)Nc2ccccc2C(F)(F)F)Cc2ccco2)cc1	.	-2%	.	-4%	-11%	-2%	-7%	22	4	.	-1%
